Mcl1-Noxa inh = disrupts binding of human Mcl-1 to Noxa peptide; Q07820; TR-FRET Mcl-1/Noxa peptide binding, 2 h; inhibition, % at 21.7 µM; actives 1.5% (n = 220,000);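 active = compounds that cut the protein-peptide binding signal by more than 50% relative to plate controls in a single-dose test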;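 note: His-tagged Mcl-1 with rhodamine Noxa BH3 peptide and terbium anti-His antibody; 0% = Mcl-1 plus Noxa peptide wells and 100% = peptide-only wells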
Target sequence (Q07820 whole entry, looked up): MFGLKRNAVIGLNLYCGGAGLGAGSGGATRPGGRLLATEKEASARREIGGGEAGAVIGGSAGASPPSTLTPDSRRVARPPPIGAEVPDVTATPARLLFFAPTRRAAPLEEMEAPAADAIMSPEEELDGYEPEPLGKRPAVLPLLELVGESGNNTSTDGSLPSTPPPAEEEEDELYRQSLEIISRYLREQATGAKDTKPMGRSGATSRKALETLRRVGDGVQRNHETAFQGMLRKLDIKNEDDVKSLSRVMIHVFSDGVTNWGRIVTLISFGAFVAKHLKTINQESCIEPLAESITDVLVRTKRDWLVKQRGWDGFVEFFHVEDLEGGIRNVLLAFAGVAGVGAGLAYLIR
Rab7 wt modul = modulators of GTP binding to dog Rab7 wildtype GTPase; GTP binding activity (percent of control), % at 10 µM; GST-Rab7 beads, fluorescent GTP binding, flow cytometry; actives lie on both sides; untreated = 100%, excess cold GTP = 0%; AID 758; actives 0.055% (n = 190,000);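 active = fluorescent GTP binding to Rab7 beads changed by at least 20 points from the 100% baseline, either direction, mostly lower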;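 note: median green fluorescence of bound Bodipy-FL-GTP per Rab7 bead population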
Rac1 wt GTP bind = human Rac1 wildtype GTP binding, inhibitors and activators; P63000; GST-Rac1 beads, fluorescent GTP binding, flow cytometry; actives lie on both sides; 0 = cold GTP competed, 100 = untreated; GTP binding activity (% of control), % at 10 µM; actives 0.27% (n = 190,000); AID 757;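 active = GTP binding activity at least 20 points away from the 100% control level, either lower or higher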
Avidin fluor = compound fluoresces at 488/530 nm on avidin beads; compound fluorescence 488/530 nm, flow cytometry; stronger effect = higher value; fluorescence (KMESF) at 10 µM; actives 0.38% (n = 220,000); AID 1775; in the data active = fluorescence above about 47; note: inactives centre near 10
Pf gamet viab = kills late stage P. falciparum gametocytes. P. falciparum stage V gametocytes, ATP luminescence, 24 h. inhibition, % at 10.9 µM. actives 0.065% (n = 150,000);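 active = inhibition above the mean plus 3 SD of compounds within the control limits, set per campaign, cut at about 38% in these data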;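 note: 0% = DMSO wells and 100% = medium only without gametocytes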
Rac1 mut GTP = human Rac1 activated mutant GTP binding change | GST-Rac1 activated beads, fluorescent GTP binding, flow cytometry; actives lie on both sides; 100% means binding = to untreated wells | percent activity (GTP binding), % at 10 µM | actives 0.11% (n = 190,000) | P63000;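 active = GTP binding at least 20 percentage points away from the 100% baseline, in either direction, so actives lie on both sides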
Mcl1-Bid inh = disrupts binding of human Mcl-1 to Bid peptide | TR-FRET Mcl-1/Bid-Dy647 peptide binding, 1536-well | inhibition, % at 21.7 µM | actives 0.97% (n = 220,000);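 active = compounds that cut the binding signal by more than half at the single screening dose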;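 note: His-tagged Mcl-1 with europium anti-His antibody binding Bid BH3 peptide; 0% = Mcl-1 plus peptide wells and 100% = peptide-only wells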
GSH fluor = GSH bead compound fluorescence profile; GSH beads flow cytometry, compound fluorescence 488/530 nm; stronger effect = higher value; fluorescence (KMESF) at 10 µM; actives 0.25% (n = 190,000); AID 1776; in the data active = fluorescence above about 89;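 note: glutathione beads carrying GST-tagged Bcl family fusion proteins plus one bare bead set; values are compound well signal with DMSO vehicle wells as background; inactives centre near 16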
Rab2 wt GTP = changes GTP binding to wildtype dog Rab2A, up or down; GST-Rab2 wt beads, Bodipy-GTP binding, flow cytometry; actives 0.19% (n = 190,000); GTP binding activity, % at 10 µM; P61105;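 active = GTP binding activity at least 20 points away from 100%, either lowered or raised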;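 note: 0% = beads with excess unlabeled GTP and 100% = no-compound control corrected for plate trend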
Cdc42 wt = human Cdc42 wildtype GTP binding change, either direction | GST-Cdc42 beads, Bodipy-GTP binding, flow cytometry; actives lie on both sides | percent activity (GTP binding), % at 10 µM | actives 0.2% (n = 190,000) | AID 761;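 active = percent activity GTP binding at least 20 points away from the 100% baseline, either down as inhibitor or up as activator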;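 note: median bead fluorescence of bound Bodipy-FL-GTP at 100 nM; 0% = excess unlabeled GTP control and 100% = no compound control; below 100% means less GTP binding so inhibitor and above means activator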
Target sequence (P60953 whole entry, looked up): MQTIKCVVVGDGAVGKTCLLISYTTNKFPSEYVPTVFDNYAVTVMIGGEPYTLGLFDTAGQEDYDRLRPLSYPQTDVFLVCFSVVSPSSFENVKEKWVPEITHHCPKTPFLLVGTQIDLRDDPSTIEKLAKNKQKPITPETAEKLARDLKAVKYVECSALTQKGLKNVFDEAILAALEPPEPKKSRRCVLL
HRas wt GTP = modulators of GTP binding to human HRas wildtype | P01112 | GTP binding activity, % at 10 µM | GST-Ras wt beads, Bodipy-FL-GTP binding, flow cytometry; actives lie on both sides | actives 0.14% (n = 190,000);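 active = GTP binding activity at least 20% away from the 100% baseline, either lowered as inhibitor or raised as activator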;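 note: 0% = unlabeled GTP competition control and 100% = no-compound control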
Target sequence (P01112 whole entry, looked up): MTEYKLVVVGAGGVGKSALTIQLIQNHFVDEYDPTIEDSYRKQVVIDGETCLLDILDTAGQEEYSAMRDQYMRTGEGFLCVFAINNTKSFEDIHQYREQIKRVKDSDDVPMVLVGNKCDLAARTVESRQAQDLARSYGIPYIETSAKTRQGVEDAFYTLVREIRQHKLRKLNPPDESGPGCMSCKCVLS
Numbers without * were called inactive; nt = no result given. An unsorted share of the library. Share with any hit: about 3%.

SMILES	Mcl1-Noxa inh	Rab7 wt modul	Rac1 wt GTP bind	Avidin fluor	Pf gamet viab	Rac1 mut GTP	Mcl1-Bid inh	GSH fluor	Rab2 wt GTP	Cdc42 wt	HRas wt GTP
COC(=O)c1ccccc1NC(NC(=O)c1ccco1)C(=O)c1ccccc1 (stereo not given)	-7	100	107	6	9	102	-29	7	103	103	101
O=C1C2CC=CCC2C(=O)N1CNc1ccccc1 (stereo not given)	0	103	106	3	nt	98	-29	14	101	101	101
CN(Cc1nc(-c2cccs2)no1)CC1(N2CCOCC2)CCCCC1	3	96	100	14	-33	96	-14	9	97	96	97
CCN(CC)CCN1C(=O)C(=O)/C(=C(/O)c2ccc(OC)cc2)C1c1ccco1 (stereo not given)	2	93	99	7	23	97	-17	31	97	101	99
O=C(CCc1nc2ccccc2c(=O)[nH]1)OCc1ccc(-c2ccccc2)cc1	-5	98	104	12	-21	96	-27	4	99	101	99
CCOc1ccc(OCC)c(NC(=O)CN(C)S(=O)(=O)c2cccc3nsnc23)c1	9	103	103	29	-12	98	-10	22	99	98	100
COC(=O)CC1=C(C)C(=O)CC2C(C)(C)CCCC12C (stereo not given)	0	100	100	17	22	100	-17	8	101	100	100
O=C(O)CC1=C(O)C(=O)N(c2ccccc2)C1c1ccccc1 (stereo not given)	5	99	101	10	nt	100	-12	16	97	102	101
O=C(O)c1ccc(N=C2SCC(=O)N2Cc2ccccc2)cc1	13	101	105	10	-19	96	-1	22	96	99	98
CC1CCCC(NC(=O)COC(=O)CSc2ccc3ccccc3c2)C1C (stereo not given)	19	97	104	13	12	99	-16	7	96	101	98
Cc1ccc(NC(=S)NCCN(C2CCCCC2)C2CCCC2)cc1C	6	104	101	5	4	98	-39	11	100	100	99
CCOc1ccc2c(=O)c(Oc3ccccc3OCC)coc2c1	3	99	100	11	nt	97	-10	22	96	99	96
NS(=O)(=O)c1ccc(N/N=C/c2cn(-c3ccccc3)nc2-c2cccs2)cc1	33	101	108	10	-8	99	-6	10	105	98	103
COc1ccccc1NC(=O)CCN1C(=O)C2CC=C(Cl)CC2C1=O (stereo not given)	5	99	101	8	-3	98	-2	5	96	101	98
O=S(=O)(Nc1ccc(F)cc1)N1CCCCCC1	5	99	100	16	5	97	-16	35	98	97	99
CC(=O)Nc1ccc(S(=O)(=O)NCCNc2ccccc2[N+](=O)[O-])cc1	9	92	95	19	13	93	-3	9	95	95	92
COc1cc2cc(C)nc(Cc3cccc4ccccc34)c2cc1OC	23	100	101	7	nt	96	2	23	99	100	99
CC(C)CNC(=O)c1ccccc1NC(=O)CCSc1ccccc1	17	102	102	2	21	100	-39	6	97	103	101
Cc1cccc(OCCSc2ncnc3nc[nH]c23)c1	21	104	106	32	-23	101	17	19	102	105	103
CCCNCCC(c1ccco1)c1ccccc1OC (stereo not given)	-5	99	103	11	nt	102	-23	16	108	107	105
CCN1CCN(CCOc2ccccc2-c2ccccc2)CC1	12	96	95	9	-7	94	20	20	95	96	95
Cc1cc(C(F)(F)F)nc(SCCN2CCOCC2)c1C#N	12	105	99	7	17	97	-22	10	99	99	101
CC1CC(C)CN(c2ncc3c(n2)CC(c2ccc(Cl)cc2)CC3=O)C1 (stereo not given)	-10	94	104	7	nt	97	5	15	97	99	97
CC(=O)N(C)c1ccc(NC(=O)c2ccccc2C(=O)O)cc1	11	99	103	6	nt	102	-17	13	100	102	100
CCNC(=S)NNC(=O)c1cc(C)nc2ccccc12	7	99	103	8	nt	101	-63	18	99	102	100
CCn1c(=O)c([N+](=O)[O-])c(NCCc2ccc(OC)c(OC)c2)c2ccccc21	5	99	100	2	nt	101	-13	5	98	100	101
CC1CC(C)CN(CCCNC(=O)Cn2ncn3cccc3c2=O)C1 (stereo not given)	-4	99	101	9	nt	96	-23	38	98	99	99
Cc1cc(C)cc(NC(=O)C2CCN(c3cnccn3)CC2)c1	14	95	96	11	-2	99	-28	12	99	98	98
CCOC(=O)N1CCN(c2c(Nc3cc(C)[nH]n3)c(=O)c2=O)CC1	9	103	104	7	nt	101	-13	25	103	102	101
Cc1ccc(C(=O)Nc2nnc(-c3ccc(C(C)(C)C)cc3)s2)cc1	-10	101	104	24	-7	98	7	25	100	105	101
COc1ccc(Cl)cc1C(=O)NC(C)C	12	97	98	10	-11	97	-14	21	100	96	99
c1ccc(-n2cc(CN3CCC(N4CCOCC4)CC3)c(-c3ccc4c(c3)OCO4)n2)cc1	1	102	103	9	11	98	-10	17	99	96	99
CCOC(=O)c1cccc(NC(=O)Cn2cnc3c2c(=O)n(C)c(=O)n3C)c1	14	105	103	7	12	100	-9	33	102	101	101
COc1ccc(/C=N/NC(=O)c2ccc(N(C)S(=O)(=O)c3ccccc3)cc2)cc1OC	16	100	96	7	nt	97	-4	18	96	101	99
c1cncc(-c2nnc(-c3ccco3)o2)c1	3	106	104	13	-13	99	0	12	104	107	105
Cc1ccc(OCC(=O)Nc2ccc(S(=O)(=O)N3CCCCC3)cc2)c([N+](=O)[O-])n1	10	91	94	9	16	97	-13	16	96	94	94
Cc1cc(C)n(-c2ccc(C(=O)OCC(=O)NCc3ccco3)cc2)n1	16	99	108	21	-22	97	-7	24	97	101	98
O=C(CSc1nnc(COc2ccccc2)n1Cc1ccco1)NCc1ccco1	24	96	97	24	nt	94	-34	18	94	95	98
COc1ccc(/C(N)=N/OC(=O)c2cc(-c3ccccc3)nc3ccccc23)cc1	-3	98	99	12	-31	99	-6	30	101	104	101
Cc1ccc(NC2=C(C(=O)c3ccccc3)N(C)S(=O)(=O)c3ccccc32)cc1	nt	94	94	14	nt	95	2	28	94	96	96
COc1ccc(-c2nnc(SC(C(=O)c3c[nH]c4ccccc34)c3ccccc3)n2N)cc1OC (stereo not given)	14	94	102	14	11	100	-38	3	95	101	96
Cc1cc(N)n(-c2ccc([N+](=O)[O-])cc2)n1	-2	94	99	10	-11	95	-15	17	94	99	96
O=C(N/N=C/c1ccc(F)c(F)c1)c1cc2c(s1)-c1ccccc1CC2	-16	100	103	5	19	97	-4	34	99	100	102
COc1ccc(-c2ncn(CCC#N)c2[N+](=O)[O-])cc1	-3	98	91	18	21	92	-14	11	96	91	93
OC(CNC1CCCc2ccccc21)COc1c(Cl)cccc1Cl (stereo not given)	22	100	100	14	nt	97	23	5	99	97	100
CC/C(O)=C1\C(=O)CC(c2ccccc2)CC1=NCCC(=O)O (stereo not given)	-3	99	102	25	-4	98	-6	10	98	99	100
Cc1ccc(O)c(NC(=O)C2CC(c3ccc(F)cc3)=NO2)c1 (stereo not given)	13	98	101	4	-26	98	1	25	98	103	97
O=C(CN1CCN(c2ncccn2)CC1)NCc1ccc2c(c1)OCO2	16	99	98	6	-12	91	-35	11	98	95	99
Cc1ccc(SC(C)C(=O)Nc2ncn[nH]2)cc1 (stereo not given)	-8	100	99	12	7	97	34	31	100	103	100
NS(=O)(=O)c1ccc(CCNCc2cccs2)cc1	21	97	98	8	-10	98	14	19	98	100	98
O=C1CC(=O)N(CCc2ccccc2)C(=O)N1CCc1ccccc1	13	107	109	8	-3	101	9	17	105	109	105
CC(C)(C)n1nnnc1CN1CCC(NC(=O)NC2CCCCC2)CC1	24	99	101	2	nt	99	-7	40	100	101	100
O=C(c1ccc(CSc2ccc(Cl)cc2)cc1)N1CCCC1	-6	100	100	13	9	93	-2	13	92	92	95
CC(C)CCNC(=O)CCc1nnc(Cc2c[nH]c3ccccc23)o1	-1	94	97	3	5	96	-19	10	94	98	95
O=C(NCCCN1CCOCC1)C1COc2ccccc2O1 (stereo not given)	-14	100	107	11	19	102	2	12	103	106	103
CCc1nn(CCCC(=O)N2CCc3ccccc3C2)c(=O)c2cc3occc3n12	14	105	110	6	nt	100	-5	42	106	106	106
CC1CCN(S(=O)(=O)c2ccc(C(=O)NNC(=O)C3CC3)cc2)CC1	-12	93	96	9	9	91	-18	24	93	91	91
CC(=O)NC1(c2ccc(F)cc2)CCN(C(=O)Nc2ccc(F)cc2F)CC1	14	103	102	9	nt	98	-9	27	99	101	101
CCC(C)n1c(SCC(=O)Nc2cc(C(C)(C)C)nn2-c2ccccc2)nc2ccccc2c1=O (stereo not given)	1	98	102	5	15	97	-34	11	98	96	99
COc1cc(/C=C2\C(=O)N(C)C(=S)N2C)ccc1O	8	98	102	2	-3	100	-18	5	97	103	99

Shown bar-delimited: entries from further up
SMILES | Mcl1-Noxa inh | Rab7 wt modul | Rac1 wt GTP bind | Avidin fluor | Pf gamet viab | Rac1 mut GTP | Mcl1-Bid inh | GSH fluor | Rab2 wt GTP | Cdc42 wt | HRas wt GTP
O=C(NCCCN1CCOCC1)C1COc2ccccc2O1 (stereo not given) | -14 | 100 | 107 | 11 | 19 | 102 | 2 | 12 | 103 | 106 | 103
CC(C)(C)n1nnnc1CN1CCC(NC(=O)NC2CCCCC2)CC1 | 24 | 99 | 101 | 2 | nt | 99 | -7 | 40 | 100 | 101 | 100
O=C(CN1CCN(c2ncccn2)CC1)NCc1ccc2c(c1)OCO2 | 16 | 99 | 98 | 6 | -12 | 91 | -35 | 11 | 98 | 95 | 99

(more compounds)
SMILES	Mcl1-Noxa inh	Rab7 wt modul	Rac1 wt GTP bind	Avidin fluor	Pf gamet viab	Rac1 mut GTP	Mcl1-Bid inh	GSH fluor	Rab2 wt GTP	Cdc42 wt	HRas wt GTP
O=C(/C=C/c1ccccn1)c1ccc(Br)cc1O	11	103	103	18	-9	99	-10	16	98	102	99
CCc1ccc(C(=O)CN2C(=O)NC(C)(c3ccc(C)cc3)C2=O)cc1 (stereo not given)	5	109	106	6	-9	95	-15	12	100	98	102
COc1ccc(CN(C(=O)c2nsc(Cl)c2Cl)C(C(=O)NC2CCCCC2)c2ccc(OC)cc2)cc1 (stereo not given)	-1	96	104	9	nt	98	-13	15	102	103	103
CCCNC(=O)COC(=O)c1cc2c(=O)n3ccccc3nc2s1	7	89	95	4	-15	97	-61	8	95	96	95
O=C(COC(=O)C1=Cc2ccccc2OC1)NCc1ccco1	18	100	97	9	nt	97	-30	24	99	99	98
COc1cc(CC(=O)Nc2ccc(N3CCOCC3)cc2)cc(OC)c1OC	7	96	96	26	3	95	-26	10	96	96	96
COc1cccc(-c2nnc(NC(=O)c3cccs3)s2)c1	0	96	96	5	7	94	33	21	97	94	94
CN(C)S(=O)(=O)N1CCN(c2ccc([N+](=O)[O-])cc2)CC1	27	101	101	21	-4	96	-14	9	98	100	98
CCc1cccc(CC)c1NC(=O)C1SC(=Nc2ccccc2C)C(c2nc3ccccc3s2)=C1N (stereo not given)	-8	101	99	10	nt	97	-51	9	100	98	100
O=C(COc1ccc(Oc2ccccc2)cc1)NCc1cn2ccccc2n1	-4	95	99	12	7	93	-2	14	96	98	93
Cc1nn(CC2CC2)c(=O)n1-c1cccc(Cl)c1	-1	95	102	12	nt	96	-5	12	96	96	95
